# Giardia FBPA inh: qHTS Assay for Inhibitors of Fructose-1,6-bisphosphate Aldolase from Giardia Lamblia. Potency, µM (doses to about 59.6 µM), without a hit: top-dose activity, negative = inhibition, usual class: inhibitors. A8B2U2. 290,000 compounds, 0.71% hits. AID 2451, 2010. purified Giardia FBPA; further: potency means the concentration at half of the fitted maximal effect; nearly all actives have a fitted effect of over 55% in size
# Target sequence (A8B2U2 whole entry, looked up): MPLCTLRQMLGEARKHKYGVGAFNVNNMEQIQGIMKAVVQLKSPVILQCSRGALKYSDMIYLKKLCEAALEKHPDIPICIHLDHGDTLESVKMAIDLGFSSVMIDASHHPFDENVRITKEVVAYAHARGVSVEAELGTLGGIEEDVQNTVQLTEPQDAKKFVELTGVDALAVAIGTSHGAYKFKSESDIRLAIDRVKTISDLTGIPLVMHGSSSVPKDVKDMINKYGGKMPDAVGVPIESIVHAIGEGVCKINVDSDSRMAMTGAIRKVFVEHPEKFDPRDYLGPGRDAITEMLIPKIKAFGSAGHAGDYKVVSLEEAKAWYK
#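 Giardia FBPA (40 nM reagent) was preincubated 10 min at RT with compound (up to 57.5 uM final), then substrate plus GAPDH/TPI/NAD/arsenate coupling system with diaphorase/resazurin was added; resorufin fluorescence (525/598 nm) was read after 20 min.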
# Sm TGR inh: qHTS Assay for the Inhibitors of Schistosoma Mansoni Peroxiredoxins; Schistosoma mansoni thioredoxin glutathione reductase (TGR), Q962Y6; purified TGR, DTNB reduction, TNB absorbance 405 nm; Potency, µM (series often up to 114 µM), for the others: top-dose activity change, negative = inhibition, actives largely listed as inhibitors; 360,000 compounds, 3% hits; AID 485364, 2010; further: potency means the concentration at half of the fitted maximal effect; nearly all actives have a fitted effect of over 60% in size
#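 Kinetic colorimetric format: TGR-catalysed, NADPH-driven DTNB reduction monitored via TNB absorbance. Enzyme dispensed at 20 nM; compound exposure 15 min at room temperature before reaction start.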
# AmpC detergent: qHTS Inhibitors of AmpC Beta-Lactamase (assay with detergent). AmpC hydrolysis of nitrocefin, absorbance 480 nm, 0.01% Triton. Potency, µM (series often up to 114 µM), for the others: at the top dose activity change, negative = inhibition, actives largely listed as inhibitors. 370,000 compounds, 0.041% hits;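 further: potency means the concentration at half of the fitted maximal effect; 0% = no-compound wells and -100% = no-enzyme wells; nearly all actives have a fitted effect of over 25% in size; some results filed as inactive show a strong effect at the top dose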
# Target sequence (P00811 whole entry, looked up): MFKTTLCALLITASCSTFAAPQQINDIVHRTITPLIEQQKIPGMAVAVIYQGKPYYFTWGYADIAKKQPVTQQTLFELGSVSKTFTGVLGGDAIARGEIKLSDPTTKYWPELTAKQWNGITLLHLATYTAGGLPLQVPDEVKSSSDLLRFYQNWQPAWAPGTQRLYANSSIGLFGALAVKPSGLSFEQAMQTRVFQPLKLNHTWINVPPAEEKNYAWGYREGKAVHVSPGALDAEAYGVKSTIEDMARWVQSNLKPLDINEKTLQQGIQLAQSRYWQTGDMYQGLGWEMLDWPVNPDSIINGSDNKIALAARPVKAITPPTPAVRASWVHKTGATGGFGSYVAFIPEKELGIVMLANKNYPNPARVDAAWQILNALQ
#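 20 mM phosphate pH 7.0 + 0.01% (detergent screen) or 0.0001% Triton X-100; 5.3 nM AmpC reagent; cpd preinc 15 min RT; nitrocefin (800 uM stock) to start; A480 q20 s × 4 min; Activity was normalised to no-enzyme and no-compound control wells.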
# HCV inh: qHTS Assay for Inhibitors of Hepatitis C Virus (HCV). 340,000 compounds, 3.4% hits. Potency, µM (highest dose often 41.8 µM), without a hit: at the top dose activity change, negative = inhibition, most hits filed as inhibitors. Huh7.5.1 HCVcc-Cre infection, luciferase reporter, 44 h. AID 651820, 2012; further: potency means the concentration at half of the fitted maximal effect
#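 HCVcc-Cre virus at an moi near 0.5 was added right after compound to cells cultured 4 h from seeding (1,000 cells/well). Luciferase activity was determined 44 h later, 15 min after substrate addition at RT.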
# AMA1-RON2 inh: qHTS for Inhibitors of AMA1-RON; Towards Development of Antimalarial Drug Lead: Primary Screen. Plasmodium falciparum AMA1 (3D7) - RON2 peptide interaction. AlphaScreen AMA1-biotinylated RON2 peptide binding. Potency, µM (titrated, usually from 58.2 µM), for inactives: top-dose activity change, negative = inhibition, hits mostly inhibitors. AID 720542, 2013. 360,000 compounds, 0.2% hits;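 further: potency means the concentration at half of the fitted maximal effect; 0% = vehicle wells and -100% = peptide control; nearly all actives have a fitted effect of over 45% in size; some results filed as inactive show a strong effect at the top dose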
#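 AMA1 (3D7) with his tag at 25 nM final met compounds first, then biotinylated RON2 peptide at 25 nM; detection used donor plus acceptor beads, 10 µg/mL apiece, read by AlphaScreen after 30 min at room temperature.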
# HCMV antiviral: qHTS Assay for inhibitors of the human cytomegalovirus (HCMV); 410,000 compounds, 4.5% hits; HFF cells, HCMV-luciferase reporter, 72 h; stronger effect = lower value; activity change, negative = inhibition, % at 57.5 µM; in the data active means activity change below about -60%; inconclusive means no clear call, values can overlap the other calls; inactive means above about -39%
#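 Inhibition of viral replication was scored as loss of reporter luminescence in HFFs infected with HCMV-luciferase (MOI 1 PFU/cell) for 72 h; compounds tested at 2 doses, normalized to buffer and Salinomycin controls.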
# * = called active by the depositor; u = inconclusive; x = no result given; & = joins results of further samples; [ ] = dose if it differs, or a comment. Unless noted, the call rests on the fitted dose curve; in most records, active means well fitted curve in the direction sought with a large enough effect; inconclusive means small, poorly fitted or top-dose-only effect, or another doubt; inactive means no such curve, though single readings can be large; an effect the other way counts as inactive or inconclusive. Unless noted, on the % scale 0 is the no-effect control and ±100 the full control effect.
# Values in the order – Giardia FBPA inh | Sm TGR inh | AmpC detergent | HCV inh | AMA1-RON2 inh | HCMV antiviral
CC(C)(C)C(=O)Nc1ccc2nc(SCCOc3ccccc3Cl)sc2c1
 : x | 7% | 8% | x | x | -39
COc1ccc(-n2c(CNC(=O)COc3ccc(Cl)cc3Cl)n[nH]c2=S)cc1
 : 1% | -19% | -4% | 16% | 0% | -2
COc1cc(NC(=O)CN2C(=O)C(=O)N(C3CCCC3)C2=O)cc(OC)c1
 : x | 2% | -4% | -21% | 5% | -99*
CN(C(=O)COC(=O)c1ccc(Cl)cc1N)C1CCCCC1
 : 1% | 6% | -2% | -13% | 14% | -22
Cc1ccc(NC(=O)c2nc[nH]c2C(=O)N2CCCCC2)c(C(=O)c2ccccc2)c1
 : 3% | 9% | -1% | 3% | -2% | -24
Cc1ccc(NC(=S)NCc2ccc3c(c2)OCO3)cc1C
 : -3% | -1% | 1% | 8% | -8% | 11
Cc1cc(NC(=O)CN2C(=O)NC3(CCCCCC3)C2=O)no1
 : 5% | 4% | 4% | 6% | 8% | -26
CCc1cccc(NC(=O)Cn2nc(C)c3sc4ccccc4c3c2=O)c1
 : x | 0% | 25% | x | x | 14
CNC(=O)CN(c1cc(OCCOC)c(Cl)cc1Cl)S(=O)(=O)c1ccccc1
 : 1% | 6% | -9% | 4% | 4% | -21
C/C(=C\C(=O)Nc1cc(C)on1)c1ccccc1
 : -1% | -6% | -16% | 14% | -4% | 35
COc1cc(/C=C2\SC(=Nc3ccccc3)NC2=O)cc(Cl)c1O
 : -13% | -13% | -1% | -25% | -1% | -4
CCCC(=O)Nc1ccc2c(c1)nc(CN1CCN(C(=O)OCC)CC1)n2C
 : -10% | 16% | -3% | 3% | 26% | 50
Cc1nn(CC(=O)NCCc2ccccc2Cl)c(=O)c2nn(-c3ccccc3)c(C)c12
 : x | 9% | 25% | x | x | u
O=C(COC(=O)c1c(F)cccc1Cl)NC1CCCCC1
 : x | -2% | -12% | -2% | 2% | -23
Cc1nc2ccc(Br)cc2c(-c2ccccc2)c1C(=O)O
 : -12% | 3% | -4% | 17% | 16% | 32
CCOC(=O)c1ccc(N2CCN(c3ccccc3F)CC2)c(NC(=O)Nc2ccccc2)c1
 : -2% | -1% | -10% | -9% | -11% | 8
COCCN1C(=O)c2ccccc2C(C(=O)NCCN(C)C)C1c1ccc(F)cc1 (stereo not given)
 : 2% | 0% | 0% | 17% | -7% | 9
O=C(Cc1cccs1)Nn1c(Cc2cccs2)nc2ccccc2c1=O
 : -29% | -33% | u | 1% | 10% | -17
O=C(CCNC(=O)c1ccccc1)NNC(=O)c1ccccc1Br
 : x | x | x | -3% | 14% | 4
O=C1C2C3C=CC(C3)C2C(=O)N1CCCCCCN1C(=O)C2C3C=CC(C3)C2C1=O (stereo not given)
 : -23% | 13% | 6% | u | -1% | -15
COc1cccc(C(=O)NCC(=O)N2CCN(c3ccc(C(F)(F)F)cn3)CC2)c1
 : x | -2% | u | u | 4% | u
Cc1ccc(SCC(=O)Nc2ccc(S(=O)(=O)Nc3ncccn3)cc2)cc1
 : 15% | 3% | 7% | -29% | -8% | -33
Cc1ccc(NC(=O)CN2CCC(C(=O)c3ccc4c(c3)OCCO4)CC2)cc1
 : 3% | -4% | -5% | u | -20% | 6
CN(C)c1ccc(/C=N/N(Cc2ccccc2)c2ccccc2)cc1
 : -5% | 0% | -3% | 19% | 3% | 12
COc1ccccc1OCC(=O)NNC(=O)c1ccc2c(=O)n3c(nc2c1)CCC3
 : x | 12% | 10% | x | 32%[activator] | 35
COc1cc(-c2noc(C)c2C#CCO)cc(OC)c1OC
 : -5% | 32µM* | u | u | 6% | 105
Cc1ccc(OCCC(=O)OCC(=O)NCCc2ccc(Cl)cc2)cc1
 : x | -25% | u | 4% | 11% | -26
Cc1ccc(SCCC(=O)N2CCN(S(=O)(=O)c3ccccc3)CC2)cc1
 : x | -15% | -4% | u | -21% | -9
Cc1nc(NCc2ccco2)c(C#N)c2c1COC(C)(C)C2
 : -1% | -32% | -6% | 3% | -10% | 11
COc1ccc(OCC(=O)Nc2ccc(N3CCOCC3)c(Cl)c2)cc1
 : -7% | -6% | 1% | 10µM* | -9% | -18

# Structures from the list above with an aryl thioether with sulfur outside any ring, in the order listed:
# Values in the order – Giardia FBPA inh | Sm TGR inh | AmpC detergent | HCV inh | AMA1-RON2 inh | HCMV antiviral
CC(C)(C)C(=O)Nc1ccc2nc(SCCOc3ccccc3Cl)sc2c1
 : x | 7% | 8% | x | x | -39
Cc1ccc(SCC(=O)Nc2ccc(S(=O)(=O)Nc3ncccn3)cc2)cc1
 : 15% | 3% | 7% | -29% | -8% | -33
Cc1ccc(SCCC(=O)N2CCN(S(=O)(=O)c3ccccc3)CC2)cc1
 : x | -15% | -4% | u | -21% | -9

# Next section.
# Values in the order – Giardia FBPA inh | Sm TGR inh | AmpC detergent | HCV inh | AMA1-RON2 inh | HCMV antiviral
O=C(CCOc1ccccc1)N1CCN(S(=O)(=O)c2ccccc2F)CC1
 : x | 1% | u | 8% | -4%[11.6 µM] | 0
Nc1nc(C2CCCCC2)cs1
 : -12% | 19% | -1% | 16% | -6% | 9
Cc1sc2ncnc(N3CCC(C(=O)NNC(=O)c4ccc(F)cc4)CC3)c2c1C
 : x | -5% | -4% | u | 35%[activator] | -31
CCOCCCNC(=O)Cn1cc2c(n1)CCCCC2
 : 1% | 0% | u | 19% | 20% | -12
COc1ccc(CN2CCN(c3ccccc3OC)CC2)cc1OC
 : u | 6% | u | 6% | -21% | 19
CCOc1ccc(NS(=O)(=O)c2ccc(C(=O)NCCCN3CCCC3=O)cc2)cc1
 : x | -15% | 5% | u | -5% | -12
CN(/N=C/c1ccccc1Cl)c1ncc(Cl)cc1C(F)(F)F
 : 3% | 2% | -10% | -4% | 2% | 23
CCOc1ccc(S(=O)(=O)NCCC(=O)OCC(=O)Nc2cc(C)on2)cc1
 : 2% | 6% | -1% | 3% | 0% | 10
CC(C)(C)OC(=O)N1CCC(c2c(C(=O)N3CCN(C4CCCCC4)CC3)cnn2-c2ccc(F)cc2)CC1
 : 8% | -1% | -15% | 0% | 1% | -26
COc1ccc(-n2c(=O)[nH]c3cc(C(=O)NCCc4ccccc4)ccc3c2=O)cc1OC
 : -2% | -6%&-12% | -9%&-4% | -17% | -7% | 12&-15
CCn1c(=O)cc(SCC(=O)N2CCN(c3ccccc3F)CC2)c2ccccc21
 : 9% | 10%&5% | 2%&-5% | 14µM* | -14% | 136&13
COc1ccc(C(C)=O)cc1CSc1nnc(Nc2c(C)cccc2C)s1
 : 5% | -13% | -3% | u | -2% | -27
COc1ccc(/C=N/NC(=O)CSCC(=O)Nc2ccccc2)cc1
 : 4% | 2% | 1% | 0% | 1% | 22
Cc1cccc(N2CCN(C(=O)c3ccc4c(c3)c(C)c(C)n4C)CC2)c1C
 : x | -3% | 5% | x | x | 0
CCOc1ccccc1NC(=O)COC(=O)CN1C(=O)NC(C)(C)C1=O
 : x | x | x | 9% | -4%[11.6 µM] | 20
CCC1(c2ccccc2)NC(=O)N(CC(=O)Nc2cc(S(=O)(=O)N3CCCCCC3)ccc2OC)C1=O (stereo not given)
 : x | -27% | 7% | 14µM* | 12% | -12
Cc1cc([N+](=O)[O-])nn1CCCC(=O)Nc1cccc(Cl)c1Cl
 : 0% | 20% | 10% | -15% | 0% | u
N=C1N(/N=C/c2ccccc2)C(=Nc2ccccc2)C(=S)N1c1ccccc1
 : 14% | -34% | u | 9% | 17% | 36
COc1ccccc1-c1c(C)nn2c(N3CCC(C)CC3)cc(C)nc12
 : 3% | 7% | -2% | 10µM* | 7% | -28
Fc1ccc(/C=N/N2CCCCC2)c(F)c1
 : -1% | 3% | u | 8% | 12% | -15
Cc1cccn2c(=O)nc(SCC(=O)NC3CCCCC3)nc12
 : x | 0% | -1% | -10% | 5% | -1
CCN1CC=C2C(C#N)=C(N)C(C#N)(C#N)C(c3cc(Cl)ccc3Cl)C2C1 (stereo not given)
 : u | u | u | u | 0% | 16
Cc1ccc(C)c(OCC(=O)Nc2ccccc2C(=O)N2CCN(C)CC2)c1
 : x | 55%[activator] | -3% | -4% | -23% | 98
CCCCSP1(=S)NCCCO1 (stereo not given)
 : 2% | 1% | u | 2% | -7% | -15
CCc1ccccc1NC(=O)Nc1c(C)n(C)n(-c2ccccc2)c1=O
 : x | 5%&-4% | 6%&13% | 16% | -12% | -6&-2
O=C(COC(=O)/C=C/c1cccc(Cl)c1)Nc1ccc2[nH]c(=O)[nH]c2c1
 : x | -11% | u | 7% | -5% | -36
O=C(NCc1ccccc1)C(=O)NCC1OCCN1S(=O)(=O)c1ccc([N+](=O)[O-])cc1 (stereo not given)
 : 0% | 2% | 3% | -3% | -6% | -78*
CC(C)[C@H](NC(=O)c1ccco1)C(=O)NC12CC3CC(CC(C3)C1)C2
 : 3% | 2% | 0% | -2% | 14% | -38
Cc1ccc(OCCCn2c(=O)sc3ccccc32)cc1
 : x | -12% | -14% | -5% | 19% | -25
Cc1cc(S(=O)(=O)N2CCC3(CC2)OCCO3)c(C)cc1Cl
 : x | -2% | -7% | 16% | -3% | -19
COc1ccccc1NC(=O)c1ccc(NC(=O)CN2C(=O)CN(C)C2=O)cc1
 : 4% | -9% | -5% | 21% | 1% | 10
Cc1cccc(NC(=O)CSCC(=O)Nc2cc(Cl)ccc2N2CCN(C)CC2)c1
 : -3% | -15% | 8% | u | 3% | -3
CC(=O)NNC(=O)c1cc2c3ccccc3n(C)c2s1
 : -4% | -5% | -4% | -5% | 107%[activator] | 13
COc1ccc(Cl)cc1NS(=O)(=O)c1c(C)nc2scc(C)n2c1=O
 : x | 8% | 14% | x | x | 2
N#C/C(=N\Nc1ccccc1)C(N)=S
 : 20µM* | -3% | 4% | -12% | 46%[activator] | -19
COCCN1C(=O)C(=O)/C(=C(/O)c2ccc(S(=O)(=O)N3CCOCC3)cc2)C1c1ccc(O)cc1 (stereo not given)
 : -5% | -1% | 10% | 16% | 1% | -34
O=C(O)Cn1nnc(-c2ccc(OCc3ccccc3)cc2)n1
 : x | x | x | 10% | -4% | -12
CCOC(=O)[C@H]1[C@H]2COc3ccc(Br)cc3[C@@H]2N2C(=O)N(c3ccccc3)C(=O)[C@@]12C
 : x | x | x | 23% | -2% | -33
Cc1cc(C)c(C)c(/C=C(/C#N)C(N)=S)c1C
 : -8% | 6% | -2% | -25% | 35%[activator] | -19
COc1cc(C(=O)NCCC2=CCCCC2)ccc1OCc1c(C)noc1C
 : x | -1% | 8% | 7% | 11% | 65
CN(C)S(=O)(=O)c1ccc(C(=O)NCC(C)(C)CN=C2NS(=O)(=O)c3ccccc32)cc1
 : -1% | 2% | u | -11% | -4% | 6
Cc1ccc(NC(=O)C(=O)NN=C2CCCC2)cc1C
 : 0% | 0% | 3% | 13% | 0% | -104*
CCC1=C2CC[C@H]3C(=O)N(CC)C(=O)[C@H]3[C@H]2[C@@]2(Cc3ccccc3)C(=NCc3ccccc3)OC(=O)N2C1=O
 : 0%&2% | -17% | -6% | 69%[activator][8.37 µM] | 0% | -15

# Source: PubChem
